Source: PubChem (National Center for Advancing Translational Sciences (NCATS))
FBPA Giardia inh = blocks Giardia fructose-bisphosphate aldolase activity | A8B2U2 | purified Giardia FBPA | Potency, µM (doses to about 59.6 µM), for inactives: at the top dose activity, negative = inhibition, usual class: inhibitors | 290,000 tested, 0.71% active; note: potency is the fitted concentration of half-maximal effect; % is set by controls: 0 for no effect and ±100 for the full control effect; nearly all actives have a fitted effect of over 55% in size
Target sequence (A8B2U2 whole entry, looked up): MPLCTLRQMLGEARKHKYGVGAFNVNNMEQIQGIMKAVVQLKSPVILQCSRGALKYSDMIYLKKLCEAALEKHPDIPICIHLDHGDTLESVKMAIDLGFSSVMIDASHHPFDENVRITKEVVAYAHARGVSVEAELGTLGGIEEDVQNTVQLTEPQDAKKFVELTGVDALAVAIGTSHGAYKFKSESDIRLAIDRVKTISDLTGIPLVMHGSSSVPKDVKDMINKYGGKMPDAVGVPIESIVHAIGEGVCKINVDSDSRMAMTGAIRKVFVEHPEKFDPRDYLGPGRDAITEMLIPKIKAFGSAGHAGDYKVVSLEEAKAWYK
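40 nM FBPA preincubated 10 min at RT with compound (up to 57.5 uM final), then substrate plus GAPDH/TPI/NAD/arsenate coupling and diaphorase/resazurin added. Fluorescence read after 20 min at RT, 525/598 nm.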
Pf growth 96h = P. falciparum growth inhibition at 96 hours; P. falciparum luciferase reporter growth, 96 h; Potency, µM (series often up to 28.7 µM), without a hit: top-dose activity change, negative = inhibition, most hits filed as inhibitors; 320,000 tested, 6.9% active; note: potency is the fitted concentration of half-maximal effect; % is set by controls: 0 for no effect and ±100 for the full control effect
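P. falciparum expressing integrated firefly luciferase, in erythrocytes at 2% hematocrit, 0.05% parasitemia, incubated with compounds 96 h at 37 C, 5% CO2. Growth inhibition read as loss of luminescence; two-generation exposure targets delayed-death apicoplast inhibitors.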
Cycloheximide cs = counter-screen hit for Shiga toxin inhibitors, cycloheximide; 300,000 tested, 12% active; max response, %; cell reporter, cycloheximide protein synthesis inhibition counterscreen; in the data active = max response mostly above about 13%, no sharp cut-off; inactive = mostly below about 14%; note: read at 38.3 µM for the half of the compounds with a filed dose; 0% is about no effect
Shiga toxin inh = blocks Shiga toxin action in Vero cells; 290,000 tested, 9.2% active; inhibition, % at 38.7 µM; Vero cells, Shiga toxin protein synthesis inhibition reporter; in the data active = inhibition mostly above about 28%, no sharp cut-off; inactive = mostly below about 43%; note: 0% is about no effect
Pf growth 48h = P. falciparum growth inhibition at 48 hours (one generation); P. falciparum luciferase growth in erythrocytes, 48 h; Potency, µM (top dose mostly 28.7 µM), without a hit: at the highest dose activity change, negative = inhibition, actives largely listed as inhibitors; 310,000 tested, 5.9% active; AID 504832; note: potency is the fitted concentration of half-maximal effect; % is set by controls: 0 for no effect and ±100 for the full control effect
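First compound was added to culture medium, then infected red cells at 0.1% parasitemia and 2% hematocrit (final). After incubation at 37 C under 5% CO2, luciferase detection reagent was dispensed and light output recorded.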
HCV inhibitor = inhibitors of hepatitis C virus infection. Huh7.5.1 HCVcc-Cre infection, luciferase reporter, 44 h. Potency, µM (highest dose often 41.8 µM), for inactives: at the highest dose activity change, negative = inhibition, usual class: inhibitors. 340,000 tested, 3.4% active; note: potency is the fitted concentration of half-maximal effect; % is set by controls: 0 for no effect and ±100 for the full control effect
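Seed cells (1,000/well) for 4 h; treat with compound and infect with HCVcc-Cre, moi about 0.5. Incubate 44 h, then detect luciferase activity.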
* = called active by the depositor; ? = inconclusive; · = no result given; [ ] = dose if it differs, or a comment. Unless noted, calls come from the whole dose curve; as a rule, active = well fitted curve in the direction sought with a large enough effect; inconclusive = small, poorly fitted or top-dose-only effect, or another doubt; inactive = no such curve, though single readings can be large; an effect the other way counts as inactive or inconclusive. An unsorted share of the library; overall some 24% were active at least once.

SMILES	FBPA Giardia inh	Pf growth 96h	Cycloheximide cs	Shiga toxin inh	Pf growth 48h	HCV inhibitor
CCc1nnc(NC(=O)C2CCCO2)s1 (configuration not stated)	-5%	-4%	17*	27	45%[activator]	20%
Fc1ccc(Br)cc1C1C=C(c2cccnc2)Nc2ncnn21 (configuration not stated)	-24%	7%	0	-13	·	-17%
CC(C)NC(=O)NC(=O)CSc1nnc(COc2ccccc2F)n1C(C)C1CC2CCC1C2 (configuration not stated)	-1%	?	-2	18	?	?
Cc1nc2c3ccccc3nc(NNC(=O)CCC(=O)NCCN3CCN(c4ccccc4)CC3)n2n1	-9%	?	-1	-5	14%	1%
O=C1C(Cl)=C(NC2CCCCC2)C(=O)N1c1ccc(Cl)cc1	-1%	9.3µM*	25*	53*	?	8%
CCCc1ccc(OCc2nc(-c3ccc(NC(=O)c4ccco4)cc3)no2)cc1	0%	?	47*	57	?	-12%
Cc1cc(/C=C2\SC(=S)N(C)C2=O)c(C)n1-c1ccc(O)cc1	-19%	0%	52*	70*	68%[activator]	11µM*
c1ccc(Cn2nnc3ccccc32)cc1	13%	?	7	5	0%	22%
C=CCNc1nc(=S)[nH]c2cc(OC)c(OC)cc12	-2%	-29%	2	9	-38%[5.75 µM]	11%
O=C(COc1ccc(Br)cc1CNC1CCCC1)Nc1ccccc1	-5%	-20%	-1	-14	13µM*	?
CC(C)n1nnnc1SCC(=O)NCc1cccs1	11%	8%	6	16	-10%	25%
CCOC(=O)c1c(C)[nH]c(C(=O)OCC(=O)NC2(C#N)CCCCC2)c1C	·	?	·	·	?	?
Cc1nc2ccccc2n1C(C)c1ccccc1 (configuration not stated)	-10%	?	-2	·	?	-15%
C=CCOc1ccc(/C=C2\SC(=S)N(CCC(=O)O)C2=O)cc1	22%	-28%	-3	-8	?	6%
CCN1CCN(c2ccc(S(=O)(=O)N3CCCCC3)cc2N)CC1	·	-14%	·	·	-9%	15%
COCCNC(=O)CCc1nc(-c2ccccc2)no1	-1%	15%	2	-2	16%	10%
Cc1ccc(-n2nnnc2CSc2nnc(-c3ccc(O)cc3)o2)cc1	-4%	?	9	42	-7%	0%
O=S(=O)(c1cccc(-c2csc(N/N=C/c3ccco3)n2)c1)N1CCOCC1	-10%	0%	-2	26	0%	?
CSc1nc(SCC(=O)O)c2sc3nc(-c4ccccc4)c4c(c3c2n1)CCC4	11%	12%	1	-1	9%	7%
c1ccc(CCc2nn3c(C4COc5ccccc5O4)nnc3s2)cc1 (configuration not stated)	10%	26%	24*	35*	6%	3%
NS(=O)(=O)c1ccc(CCNC(=O)c2ccc(Cn3c(=O)[nH]c4ccccc4c3=O)cc2)cc1	3%	?	1	-3	3%	?
Cn1c(=O)oc2cc(S(=O)(=O)CCC(=O)NCCc3ccccc3)ccc21	·	60%[activator]	2	-2	?	30%[activator]
O=C(NCCc1ccc(OC(F)F)cc1)C1CC(=O)N(c2ccc3c(c2)OCCO3)C1 (configuration not stated)	·	13%	·	·	-18%	2%
CCOC(=O)c1ccccc1C(=O)OCC	·	-13%	·	·	-2%	4%
CCOC(=O)c1ccc(-n2c(=O)[nH]c3ccccc3c2=O)cc1	0%	?	9	-15	·	23%
COCCNC(=O)N1[C@H]2CC[C@@H]1C(C(=O)OC)=C(c1cccc(C#N)c1)C2	·	37%[activator]	·	·	39%[activator]	19%
Cc1cccc(NC(=O)c2ccc(S(=O)(=O)N3CCCCC3)cc2)n1	-6%	-18%	1	8	-25%	-12%
COc1ccccc1N(CC(=O)Nc1cccc(C(F)(F)F)c1)S(C)(=O)=O	-6%	3%	-2	-1	-1%	11%
O=C(NCc1ccccn1)C1CCN(Cc2cccc(OCc3ccccc3)c2)CC1	11%	?	-2	-5	-6%	-30%
CCN(CC)S(=O)(=O)c1ccc2nc(SC)sc2c1	6%	·	-1	-22	?	0%
COCCN(C(=O)COC(=O)/C=C/c1cccs1)c1c(N)n(Cc2ccccc2)c(=O)[nH]c1=O	·	0%	·	·	1%	5%
O=C(CSc1ncn[nH]1)NCCOc1ccccc1	0%	-2%	2	19	13%	11%
COC(=O)c1ccc[n+](CC(=O)c2ccc(Br)cc2)c1	4%	?	0	0	?	-7%
CCOC(=O)C1C(c2ccc3c(c2)OCO3)NC(=O)NC1(O)C(F)(F)F (configuration not stated)	6%	?	-5	-5	2%	-1%
COc1ccccc1C(=O)Nc1cccc2nc(C)ccc12	-1%	?	9	18	2%	-15%
Cc1ccc(N2CC(C(=O)Nc3ccc4c(c3)OCCO4)CC2=O)cc1C (configuration not stated)	7%	34%[activator]	16	53*	47%[activator]	6%
CC(=O)NC1(C(F)(F)F)C(=O)Nc2c1c(=O)[nH]c(=O)n2CCc1ccccc1 (configuration not stated)	-2%	30%	-3	13	9%	31%[activator]
COc1ccc(CCN2C(=O)CSC2c2ccc(F)cc2)cc1 (configuration not stated)	2%	-30%	1	-5	-16%	-20%
CC(=O)c1cccc(NS(=O)(=O)c2csc(C(N)=O)c2)c1	8%	7%	-8	-7	-25%[0.00184 µM]	-9%
COc1ccc(-c2nnc(SCc3nnc(-c4ccc(Cl)cc4)o3)n2-c2ccccc2)cc1	8%	?	24*	57	-30%	?

(next part)
Values run as follows: FBPA Giardia inh	Pf growth 96h	Cycloheximide cs	Shiga toxin inh	Pf growth 48h	HCV inhibitor
- CCS(=O)(=O)c1ccc(N=Nc2ccc(O)c3ncccc23)c(OC)c1
 : 8%	?	11	18	?	?
- CCN(CC(=O)Nc1ccc([N+](=O)[O-])cc1OC)CC(=O)NC(C)(C)C
 : -14%	?	0	8	-10%	35%[activator]
- COCCCNC(=O)Cn1ccc(NC(=O)OCc2ccccc2)nc1=O
 : ·	27%	·	·	51%[activator]	15%
- COc1cc2c(cc1NC(=O)C(C)Sc1ccc(NC(C)=O)cc1)oc1ccccc12 (configuration not stated)
 : 4%	?	21*	12	-23%	?
- Cc1cccc(NC(=O)c2ccc(CN3CCN(Cc4ccccc4)CC3)cc2)c1
 : 1%	15%	27*	36	?	?
- CC(=O)c1ccc(N2CCN(CC(O)COC(c3ccccc3)c3ccccc3C)CC2)cc1 (configuration not stated)
 : ?	?	-2	-1	10µM*	11µM*
- Cc1ccc2cccc(NC3OC(=O)c4ccccc43)c2n1 (configuration not stated)
 : ?	-15%	-1	13	13%	?
- C/C(=N\NC(=O)c1ccccc1)c1ccccc1Br
 : -5%	61%[activator]	58*	67*	51%[activator]	0%
- COc1ccc(CN2C(=O)NC(=O)/C(=C/c3ccc([N+](=O)[O-])o3)C2=O)cc1
 : ?	-30%	-2	-6	15%	·
- CCC(=O)Nc1cccc(SC)c1
 : -9%	7%	-1	3	9%	3%
- N/C(=N\OC(=O)Cc1cccs1)c1cccc([N+](=O)[O-])c1
 : 0%	?	26*	44*	21%	-4%
- COc1cccc(Nc2ncnc3onc(-c4ccccc4OC)c23)c1
 : 4%	-1%	-1	7	13%	11%
- COc1ccc(OC)c(-n2c(-c3cc(-c4ccco4)[nH]n3)n[nH]c2=S)c1
 : 0%	45%[activator]	7	0	45%[activator]	-10%
- CC(C)N1CCc2c(sc(NC(=O)CCS(=O)(=O)c3ccccc3)c2C(N)=O)C1
 : -25%	?	3	12	?	-11%
- CN(C)CC(C)(C)NS(=O)(=O)c1ccc(Cl)cc1
 : 11%	?	-2	14	47%[activator]	5%

Given as labelled records: entries from further up.
N/C(=N\OC(=O)Cc1cccs1)c1cccc([N+](=O)[O-])c1
  FBPA Giardia inh: 0%
  Pf growth 96h: ?
  Cycloheximide cs: 26*
  Shiga toxin inh: 44*
  Pf growth 48h: 21%
  HCV inhibitor: -4%
COc1cccc(Nc2ncnc3onc(-c4ccccc4OC)c23)c1
  FBPA Giardia inh: 4%
  Pf growth 96h: -1%
  Cycloheximide cs: -1
  Shiga toxin inh: 7
  Pf growth 48h: 13%
  HCV inhibitor: 11%
COc1ccc(OC)c(-n2c(-c3cc(-c4ccco4)[nH]n3)n[nH]c2=S)c1
  FBPA Giardia inh: 0%
  Pf growth 96h: 45%[activator]
  Cycloheximide cs: 7
  Shiga toxin inh: 0
  Pf growth 48h: 45%[activator]
  HCV inhibitor: -10%
CC(C)N1CCc2c(sc(NC(=O)CCS(=O)(=O)c3ccccc3)c2C(N)=O)C1
  FBPA Giardia inh: -25%
  Pf growth 96h: ?
  Cycloheximide cs: 3
  Shiga toxin inh: 12
  Pf growth 48h: ?
  HCV inhibitor: -11%

Following part
Values run as follows: FBPA Giardia inh	Pf growth 96h	Cycloheximide cs	Shiga toxin inh	Pf growth 48h	HCV inhibitor
- Cc1ccsc1C(=O)NC(C)c1ccc2c(c1)OCO2 (configuration not stated)
 : 0%	15%	-2	-2	9%	7%
- CCN(CC)S(=O)(=O)c1ccc(C)c(NC(=S)N2CCN(C/C=C/c3ccccc3)CC2)c1
 : -20%	?	6	-10	?	8.9µM*
- CCCc1cc(C(=O)N2CCCC(CO)(CCCc3ccccc3)C2)n(C)n1 (configuration not stated)
 : ·	-3%	9	-9	?	-29%
- NC(=O)C1CCN(C(=O)CN(C2CCCCC2)S(=O)(=O)c2ccc(F)cc2)CC1
 : 6%	8%	-3	-5	5%	3%
- Cn1c(=O)c2c(nc3n2CC(O)CN3c2ccc(O)cc2)n(C)c1=O (configuration not stated)
 : 3%	-4%	0	-1	-15%	17%
- COc1ccccc1C(=O)NCC(=O)NC(C)CCc1ccccc1 (configuration not stated)
 : ·	?	-3	11	7%	-4%
- COC(=O)C1=C(C(=O)OC)[C@@H]2Nc3ccccc3[C@@]23C[C@@H](C(=O)OC)N=C3N1
 : 5%[12.9 µM]	38%[activator]	-4	-7	54%[activator]	?
- COc1cccc(C(=O)Nc2c(C)n[nH]c2C)c1
 : 2%	·	8	-24	19%	7%
- Cc1ccc(C23CC4CC(CC(C(=O)NC(C)C(N)=O)(C4)C2)C3)cc1 (configuration not stated)
 : 3%	1%	-1	-4	24%	11%
- CCOc1cc(N2CCOCC2)c(OCC)cc1NC(=O)c1ccccc1
 : -16%	-9%	-1	-17	?	?
- Cc1ccc(-c2noc(CC(c3ccccc3)c3ccccc3)n2)cc1
 : -3%	?	11	-20	·	8%
- Cc1ccc(CNC(=O)c2ccc(N3CCC4(CC3)CC(c3ccccc3)=NO4)c(N)c2)cc1
 : 13%	33%[activator]	2	-7	-13%	?
- COc1cccc(C(=O)NCCNC(=O)c2ccccn2)c1
 : 4%	13%	-4	-7	4%	14%
- COC(=O)CCCC1=CC2=C(c3ccccc3)C(=O)C(C)(OC(=O)C3CCCC3)C(=O)C2=CN1C1CCCC1 (configuration not stated)
 : ?	?	-3	2	?	-5%
- COC(=O)CN1C(=O)[C@H]2[C@@H](C3CC3)N3C(=O)CN(CCO)C(=O)[C@@]3(Cc3ccccc3)[C@H]2C1=O
 : 5%	1%	1	-5	16%	?
- COc1ccc2oc(C(=O)OCC(=O)N(CC(C)C)c3c(N)n(Cc4ccccc4)c(=O)[nH]c3=O)c(C)c2c1
 : ·	?	·	·	-16%	?
- COC(=O)CN1C(=O)C(O)=C(C(C)=O)C1c1ccc([N+](=O)[O-])cc1 (configuration not stated)
 : 2%	4%	-3	-17	·	-2%
- COc1ccc(CCNC(=O)N2CCOCC2)cc1
 : -2%	9%	5	-3	15%	6%
- N#CCOC(=O)/C=C/c1ccc2c(c1)OCO2
 : -2%	-19%	22*	67	1%	14%
- CC(Sc1nnc(COc2ccccc2)n1Cc1ccccc1)C(=O)O (configuration not stated)
 : 20%	20%	-1	-4	37%[activator]	-2%
- COc1ccccc1C1(CCN=Cc2ccc(N(C)C)cc2)CCOC(C)(C)C1 (configuration not stated)
 : 0%	51%[activator]	1	12	14%	15%
- CN(C)CCNC(=O)CCCNC(=O)Cn1cnc2sc3c(c2c1=O)CCCC3
 : 3%	?	-3	1	7%	-5%
